From PubChem BioAssay
hcGAS inh = Primary biochemical luminescence assay for human cyclic GMP-AMP synthase inhibitors. Q8N884. recombinant h-cGAS, ATP depletion, Kinase-Glo luminescence. inhibition, % at 12.5 µM. 0.081% of 290,000 active. AID 1259398, 2018;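 further: 0% = vehicle reaction and 100% = reaction without DNA for no activity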
Target sequence (Q8N884 whole entry, looked up): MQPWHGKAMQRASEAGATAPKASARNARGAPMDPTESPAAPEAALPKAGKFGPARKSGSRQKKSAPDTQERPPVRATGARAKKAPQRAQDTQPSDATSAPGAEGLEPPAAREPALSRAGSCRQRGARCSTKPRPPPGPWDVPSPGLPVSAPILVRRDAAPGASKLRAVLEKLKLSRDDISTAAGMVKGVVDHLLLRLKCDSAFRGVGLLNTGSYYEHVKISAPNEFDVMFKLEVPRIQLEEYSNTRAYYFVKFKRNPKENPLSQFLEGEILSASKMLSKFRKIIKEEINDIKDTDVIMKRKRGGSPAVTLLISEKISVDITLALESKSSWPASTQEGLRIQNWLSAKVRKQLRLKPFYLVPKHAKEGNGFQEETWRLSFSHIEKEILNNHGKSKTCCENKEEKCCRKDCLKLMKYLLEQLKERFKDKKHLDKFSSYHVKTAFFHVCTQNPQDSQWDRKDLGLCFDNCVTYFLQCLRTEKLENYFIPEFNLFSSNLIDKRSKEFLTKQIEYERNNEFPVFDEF
mcGAS inh = cyclic GMP-AMP synthase inhibitors, mouse, primary biochemical chemiluminescence; Q8C6L5; recombinant cGAS, Kinase-Glo ATP depletion luminescence; inhibition, % at 12.5 µM; 0.15% of 160,000 active;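 further: 0% = negative control wells and 100% = reference inhibitor with no enzyme activity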
NPYLR7 ag = agonists of mosquito NPYLR7 receptor, primary screen, cell-based, Aedes aegypti, calcium fluorescence, mosquito biting behavior. activation, % at 10 µM. AID 1259423, 2018. 0.15% of 270,000 active. Aedes aegypti neuropeptide Y-like receptor 7 (NPYLR7). HEK293T NPYLR7/Galpha15, GCaMP6s calcium fluorescence; in the data active means activation above about 40%;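 further: 0% = vehicle and 100% = reference agonist at the receptor; some compounds past the cut are filed as inactive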
* marks the source's active call; other numbers are inactive results; / = no result given; & = joins results of further samples. Unless noted, no stated cut-off is given here; in the data, active means inhibition above about 40%; inactive means the rest.

The line under a structure holds: hcGAS inh, mcGAS inh, NPYLR7 ag
O=C(OCc1cc(=O)oc2cc3c(cc12)CCC3)c1ccc(Br)o1
 : 9, 0, 1
c1ccc(-c2ncn(CC3CNCCO3)c2-c2cccn2-c2cccnc2)cc1 (stereo not drawn)
 : -2, /, 16
O=C(CCOc1ccccc1)N1CCCC(CNC(=O)C2(c3ccc(Cl)cc3)CC2)C1 (stereo not drawn)
 : 2, /, 2
Cc1ccccc1N1CCN(C2CCCN(C(=O)Cn3nc4ccccc4n3)C2)CC1 (stereo not drawn)
 : -8&-11, -4, 6&11
COC(=O)NC1CCN(c2ccccc2C(=O)NCCc2ccccc2OC)CC1
 : -6, /, -4
O=C(N[C@H](CO)Cc1ccccc1)c1cccnc1Nc1cccc(Cl)c1
 : -1, -2, -1
COc1ccc(NC(=O)c2nnn(Cc3nc(-c4cccc(OC)c4OC)oc3C)c2C)cc1
 : -6, -10, 2
CN1C(=O)c2ccc(NC(=O)c3ccno3)cc2C1=O
 : -1, /, 6
COCCN(CC(=O)N(CCc1c[nH]c2ccccc12)Cc1ccc(F)cc1)C(=O)COc1ccccc1
 : 4, -2, -10
COCCN(Cc1nc(C(=O)NC(C)CCc2ccccc2)cs1)C(=O)Nc1ccc(C(C)C)cc1 (stereo not drawn)
 : -8, -3, -3

Two entries from above in a different format.
Molecule | hcGAS inh | mcGAS inh | NPYLR7 ag
COc1ccc(NC(=O)c2nnn(Cc3nc(-c4cccc(OC)c4OC)oc3C)c2C)cc1 | -6 | -10 | 2
CN1C(=O)c2ccc(NC(=O)c3ccno3)cc2C1=O | -1 | / | 6

Additional results follow.
The line under a structure holds: hcGAS inh, mcGAS inh, NPYLR7 ag
O=C(NC1c2ccccc2-c2ccccc21)c1cc2n(n1)CCCNC2
 : -3, /, -1
Cc1c(Cl)c([N+](=O)[O-])nn1CC(=O)Nc1cc(Cl)ccc1Cl
 : 0, -1, 0
O=C1OC(Nc2cc(Cl)cc(Cl)c2)c2ccccc21 (stereo not drawn)
 : -8, -3, 13
CN(Cc1ccc(C(F)(F)F)cc1)Cc1ccc(S(=O)(=O)N(C)C)o1
 : -5, /, 0
c1ccc(CN2CCC(Nc3ncnc4sccc34)CC2)nc1
 : -6, /, 17
Cc1ccc(OCCNC(=O)N2CCN(S(=O)(=O)c3ccc(C#N)cc3)CC2)c(C)c1
 : -8, /, -8
O=C(O)c1ccc(Nc2c(Oc3ccc(F)cc3)cnn(-c3ccc(F)cc3)c2=O)cc1
 : -5, -6, 6
COc1cc(CN(C)C(=O)c2cc(N(C)C3CCCCC3)nc3ccccc23)cc(OC)c1OC
 : -4, -2, 10
CCOC(=O)c1cc(C(C)c2ccccc2)sc1NC(=O)c1ccc(OC)cc1 (stereo not drawn)
 : -10, -4, 14
CCN(C(=O)CC(=O)Nc1cc(C)cc(C)c1)C1CCOC(C)(C)C1 (stereo not drawn)
 : -3, -21, 1

Overlap with the part before: 4 entries, then new ones.
The line under a structure holds: hcGAS inh, mcGAS inh, NPYLR7 ag
O=C(O)c1ccc(Nc2c(Oc3ccc(F)cc3)cnn(-c3ccc(F)cc3)c2=O)cc1
 : -5, -6, 6
COc1cc(CN(C)C(=O)c2cc(N(C)C3CCCCC3)nc3ccccc23)cc(OC)c1OC
 : -4, -2, 10
CCOC(=O)c1cc(C(C)c2ccccc2)sc1NC(=O)c1ccc(OC)cc1 (stereo not drawn)
 : -10, -4, 14
CCN(C(=O)CC(=O)Nc1cc(C)cc(C)c1)C1CCOC(C)(C)C1 (stereo not drawn)
 : -3, -21, 1
Fc1cccc(CSc2nccn3nc(-c4ccccc4)cc23)c1
 : -6, -7, 1
Cn1c(SCC(=O)NN=C2CC3CCC2(C)C3(C)C)nnc1-c1ccco1 (stereo not drawn)
 : -3, /, 4
O=C(NCc1cccnc1)C1CCCN(C2CCN(c3cnccn3)CC2)C1 (stereo not drawn)
 : -6, /, 4
Cc1nnsc1CN(C)Cc1c(CO)cnc(C)c1O
 : -8, -12, /
CCc1ccc(C(=O)N2CCCC(C(=O)NC3CCCC[C@H]3NC(=O)c3ccc(F)cc3)C2)cc1 (stereo partly drawn)
 : -7, -7, 18
N#Cc1ccc(OCC(O)CN2CCc3ccccc32)cc1 (stereo not drawn)
 : -4, /, -1
CC1(Cc2ccccc2OC(F)(F)F)C(=O)Nc2c(Cl)ccc(Cl)c21 (stereo not drawn)
 : 6, -2, -4
CCOc1ccc(NC(=O)CSc2ccc(NC(=O)C3CC3)nn2)cc1
 : -1, /, -2
CS(=O)(=O)NCCc1ccc(C(=O)Nc2ccc(C(F)(F)F)cc2)cc1
 : -5, /, 12
O=C(c1ccc(N2CCC(NCc3cccc4ccccc34)CC2)cc1)N1CCCC(O)C1 (stereo not drawn)
 : -9, -9, 10
CCc1ccc(-c2nccn2-c2ccc(Oc3nn[nH]n3)cc2)nc1
 : 1, -19, 24
CC(C)c1ccc(NC2CCCN(C(=O)c3ccc4c(c3)OCO4)C2)cc1 (stereo not drawn)
 : -5, -3, -2
COc1ccc(C=C(C#N)C(=O)Nc2ncc(Cc3ccc(OC)cc3)s2)cc1
 : 0, -2, -2
CC(Cc1cnccn1)NC(=O)c1ccc2nc(C3CC3)oc2c1 (stereo not drawn)
 : -9, /, 8
O=[N+]([O-])c1cn[nH]c1-c1cnn(-c2ccccc2)c1
 : 7, /, 3
Cn1c2c(c3ccccc31)CCOC21CCN(C(=O)NCc2cccc(F)c2)CC1
 : -7, -5, 13
CCOC(=O)c1cc(C(C)C)sc1NC(=O)c1ccccc1F
 : -11, -4, 15
COc1ccc(CCNC(=O)CC(c2ccccc2C(F)(F)F)c2cn(C)c3ccccc23)cc1OC (stereo not drawn)
 : 3, 2, 3
CCS(=O)(=O)c1ccccc1C(=O)N(C)c1ccc(OC)nc1
 : -6, -14, 10
O=C(NCCCC(=O)N1CCC(c2ccccc2)CC1)OCc1ccccc1
 : -2, -5, -8
Cc1ccc(CN(CCN2CCOCC2)CC(O)COc2ccccc2C)o1 (stereo not drawn)
 : -5, -9, 23
N#Cc1ccc2ncc(/C=C/c3ncc(/C=C/C(=O)O)s3)n2c1
 : -6, /, 7
O=C(NCCc1cccc(C(F)(F)F)c1)c1cc(-c2ccc3c(c2)OCO3)nc2ccccc12
 : -2, 0, -12
O=C(NCCCN1CCCCCC1=O)NCc1ccnc(N2CCCCC2)c1
 : -6, /, 5
c1ccc(-c2ccc(N3CCC4(CCNCC4)C3)nn2)cc1
 : -4, /, -1
Cc1nc(N2CCN(C(=O)c3cccc(Cl)c3)CC2)cc(-n2cccn2)n1
 : -4, -8, -9
C=CCOCC(O)CN(Cc1ccco1)Cc1ccc(F)cc1F (stereo not drawn)
 : -8, -6, 17
CCc1cccc(NC(=O)COC(=O)c2cn3c(C)cccc3n2)c1
 : -3, /, 1
CCCCCCCCC(=O)N1CCN(c2nc(COC)nc3sc4c(c23)CCCC4)CC1
 : -1, -3, -10
CSc1ccc(C(NC(=O)c2c(-c3c(Cl)cccc3Cl)noc2C)c2cccc(Cl)c2Cl)cc1 (stereo not drawn)
 : -4, -6, -7
COc1ccc(CCN(C)C(=O)c2ccc(C)s2)cc1OC
 : -5, -6, -4
COc1c(Cl)cc(Cl)cc1CNc1nn[nH]n1
 : 2, /, -10
CC1C(=O)N(c2ccc(F)c(Cl)c2)CCN1C(=O)c1cccs1 (stereo not drawn)
 : -1, 0, -1
COc1ccc(C(N)=S)c(OC)c1
 : -7, /, 3
CN1CCN(C(=O)Nc2cccnc2N2CCCC2)C(c2ccccc2)C1 (stereo not drawn)
 : -16, /, -1
S=c1nnc2c3ccccc3[nH]c2n1CCc1ccccc1
 : -3, /, 2
Cc1cnc2n(c1=O)C(CC(=O)N1CCCCCC1)CS2 (stereo not drawn)
 : -2, /, -1
CC(=O)NCCNc1ccc(Nc2cc(C)ccn2)nn1
 : -8, /, 15
CC/C(C)=N\Oc1nc(N)nc(N(C)C)n1
 : -20, -8, 3
CN(CCCN1c2ccccc2CCc2ccccc21)C(=O)Cc1c[nH]c2ccccc12
 : -10, -4, -4
O=C(CNc1ccc2c(c1)NC(=O)CC2)Nc1ccc(F)c(F)c1
 : -9, /, -6
CC(=O)NCc1ccc(-c2csc(NC(=O)c3ccc(C)o3)n2)cc1
 : -4, -4, -8
O=S(=O)(Nc1cccc(S(=O)(=O)NC2CC2)c1)c1cccc(C(F)(F)F)c1
 : -6, /, 0
CN1C(=O)N(CN2CCCCC2)C2C1N(C)C(=O)N2CN1CCCCC1 (stereo not drawn)
 : -4, 0, /
CCCCc1ccc(C(=O)N(CCc2ccc(OC)c(OC)c2)C(CC)c2nc3ccccc3c(=O)n2-c2ccc(CC)cc2)cc1 (stereo not drawn)
 : -15, -7, -4
Cc1cccn2cc(CNC(=O)c3cn(Cc4ccccc4Cl)nn3)nc12
 : -6, -11, /
COc1ccc(C2CC(c3ccccc3)=NN2c2ccc(S(N)(=O)=O)cc2)cc1 (stereo not drawn)
 : -1, -3, -4
O=C(Cn1nc(-c2cccs2)oc1=O)Nc1ccccc1F
 : -6, /, -7
CCOc1ccccc1-n1c(=O)[nH]c2c(C(N)=O)nc(-c3ccc(C)o3)nc21
 : 1, /, -2
CCOC1CC(O)C12CCN(Cc1nc(C)c(C)s1)CC2 (stereo not drawn)
 : -3, /, 0

The list continues:
The line under a structure holds: hcGAS inh, mcGAS inh, NPYLR7 ag
COc1ccc(-n2c(CCC(=O)NC3CCCc4ccccc43)ccc2-c2ccc(Cl)cc2)cc1 (stereo not drawn)
 : -7, -9, 1
COc1cccc(C(=O)N2CCC(C(NC(=O)C(C)C)C(=O)NCC(C)C)CC2)c1 (stereo not drawn)
 : -4, -6, -2
CCN(CC)c1ccc(/C=N\NC(=O)CSc2nc3ccccc3[nH]2)c(O)c1
 : 0, -4, 1
CCN(C(C)=O)c1nc(/C=C(/Cl)c2nc3c(C)cccc3c(=O)[nH]2)cs1
 : -1, -4, 3
CN1C[C@H](NC(=O)C(C)(C)NC(=O)c2cccs2)C[C@H]1CO
 : -3, 1, -3
CCCc1nc(N2CCC(N3CCCC(C(=O)N4CCN(C)CC4)C3)CC2)no1 (stereo not drawn)
 : -4, /, -2
CC(C)(CCl)C(=O)N1CCC[C@@H]1C(=O)NCCNC(=O)c1ccc(F)cc1
 : -6, -8, 5
CC(C(=O)NC1(C#N)CCCCC1)n1nnc(-c2ccc(Cl)cc2)n1 (stereo not drawn)
 : -7, /, 7
COc1cc(OC)cc(C(=O)Nc2nc3c(s2)CC(C)CC3)c1 (stereo not drawn)
 : -4, -5, 6
Cc1ccc(-n2ncc(C(=O)NCCN(C)C)c2C(F)(F)F)cc1
 : -1, 0, -10
COc1ccc(Cl)cc1S(=O)(=O)NCc1ccccc1Cl
 : -7, /, -1
CCSc1nc(CC(=O)NCCc2c[nH]c3ccccc23)cs1
 : 1, -10, -5
O=C(CCC1CCN(C(=O)CCc2ccccc2)CC1)Nc1ccc2c(c1)OCCO2
 : -6, /, 25
COc1ccc(C(=O)Nc2ccc(N3CCCC3)cn2)cc1
 : -18, -8, 0
CCc1nc(N2CCCC2)c(C#N)c2c1COC(C)(C)C2
 : 1, /, 4
COc1cccc(COC(CN2CCN(S(=O)(=O)c3ccc(Cl)cc3)CC2)c2ccc(Cl)cc2)c1 (stereo not drawn)
 : 3, -5, 22
COc1cc(-c2nc3ccc(Br)cn3c2NC(C)(C)CC(C)(C)C)ccc1OS(=O)(=O)c1cccc(C(F)(F)F)c1
 : -9, -5, 3
Cc1ccccc1Cn1cccc1CN(CC(O)Cc1ccccc1)C1CCCCC1 (stereo not drawn)
 : -6, -6, /
CCc1ccc(C(NC(C)C(=O)Nc2c(C)nn(C)c2C)C(C)C)cc1 (stereo not drawn)
 : -8, /, 2
CCOP(=O)(Cc1ccc(NC(=O)CC2(CC(=O)O)CCCC2)cc1)OCC
 : -7, -3, -9
CC(c1cccc(-c2nccn2Cc2cccnc2)c1)N(C)C (stereo not drawn)
 : -8, -12, 33
O=C(Nc1cccc(-c2ccc(F)cc2)c1)C1CCCN(C(=O)CCc2ccccn2)C1 (stereo not drawn)
 : -5, -7, -4
CN1CCC(C)(CN2CCN(CCc3ccccc3)CC2)CC1
 : 6, 0, /
COc1ccc(C2c3ccsc3CCN2CC(=O)N2CCN(C(=O)CCl)C(C)C2)cc1 (stereo not drawn)
 : -3, -8, 10
CN(C)CCN(C(=O)c1ccc(Cl)s1)c1nc2ccc(S(C)(=O)=O)cc2s1
 : -1, -5, -13
Cc1ccccc1CN1CCN(C2C3CC4CC(C3)CC2C4)CC1 (stereo not drawn)
 : 6, -2, /
Cc1cccc(N2CCN(C(=O)CSc3ccccc3Cl)CC2)c1C
 : -3, /, 4
C=CCN(CC(=O)N1CCc2sccc2C1COc1cccc(F)c1)C(=O)c1cccs1 (stereo not drawn)
 : -2, -3, 1
Cn1nc(-c2ccc(NS(C)(=O)=O)cc2)ccc1=O
 : -8, -7, 0
CCS(=O)(=O)Nc1cccc(-c2ccc3nnc(-c4cccs4)n3n2)c1
 : -5, -7, -12
Cn1nccc1-c1ccc2c(n1)C(=O)N(C1(C(=O)NCCCn3ccnc3)CC1)C2
 : -6, -7, -15
COc1cccc(C(=O)N2CCC3(CC2)C(=O)N(CC(=O)NCc2ccc(F)cc2)CN3c2ccccc2)c1
 : -4, -6, 21
Cc1ccccc1N1CCN(C2CCCN(C(=O)c3cccc(C(F)(F)F)c3)C2)CC1 (stereo not drawn)
 : 3, /, 1
CCCCCN(C(=O)C1CC1)C(CC)c1nc2ccccc2c(=O)n1-c1ccc(Cl)cc1C (stereo not drawn)
 : -3, -3, /
CCCCC(CC)C(=O)N1CCN(c2ccccn2)CC1 (stereo not drawn)
 : 1, -4, -8
O=C(COC(=O)COc1ccc2ccccc2c1)NC1CCCC1
 : -8, /, -4
